M. tuberculosis HTS – M. tuberculosis growth inhibition, HTS (AID 449762). M. tuberculosis H37Rv growth inhibition, 7H9 media; higher % means a stronger effect. one-dose inhibition, % at 25 µM; IC50 in µM for titrated hits. 0.59% of 330,000 active; in the data active = a potency from the dose series; inconclusive = inhibition above about 70% without an active follow-up result;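 note: bacterial growth assessed after seven days of incubation; strong numbers were not always called active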
Salmonella PhoP GFP – Inhibition of PhoP regulon, Salmonella typhi GFP reporter cells, confirmation, 4 h (AID 1850) | 0.33% of 310,000 active | inhibition, % at 50 µM; hits with a dose series show IC50 in µM | Salmonella Typhi PhoP-promoter GFP reporter, fluorescence, 4 h; higher % means a stronger effect; in the data active = a potency from the dose series; inconclusive = inhibition mostly from about 25% at the one dose, without a potency; inactive = the rest, 99 in 100 with inhibition below about 19%;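 note: 0% = induced wells with vehicle and 100% = uninduced wells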
H1N1 NS1A inhibition – NS1A inhibition, H1N1 influenza, cell based functional assay (AID 504329); NS1A functional cell-based assay, percent inhibition; higher % means a stronger effect; inhibition, % at 12.5 µM; hits with a dose series show IC50 in µM; 0.3% of 340,000 active; in the data active = a potency from the dose series; inconclusive = inhibition above about 27% without an active follow-up result; note: strong numbers were not always called active
tuberculosis growth – growth inhibition of non-replicating M. tuberculosis (AID 488890); Mycobacterium tuberculosis non-replicating, growth inhibition; higher % means a stronger effect; inhibition, % at 25 µM, or IC50 in µM where a hit was titrated; 0.39% of 320,000 active; in the data active = a potency from the dose series; inconclusive = inhibition mostly from about 82% at the one dose, without a potency; inactive = the rest, 99 in 100 with inhibition below about 76%;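 note: plate controls were DMSO cells for no effect and high antibiotic wells for full effect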
VEEV TC-83 Vero – inhibitors of VEEV TC-83 cytopathic effect, confirmation, Vero cells (AID 588727). inhibition, % at 20 µM, or IC50 in µM where a hit was titrated. 0.13% of 350,000 active. Vero cells, VEEV TC-83 cytopathic effect inhibition; higher % means a stronger effect; in the data active = a potency from the dose series; inconclusive = inhibition mostly from about 14% at the one dose, without a potency; inactive = the rest, 99 in 100 with inhibition below about 12%; note: strong numbers were not always called active
VEEV TC-83 Vero 10K pilot screen – also measured in VEEV TC-83 Vero; calls as there; inhibition, %; measured here: 10K pilot screen inhibition
Starred values were filed as active, the others as inactive; i = inactive; u = inconclusive; x = no result given.

SMILES	M. tuberculosis HTS	Salmonella PhoP GFP	H1N1 NS1A inhibition	tuberculosis growth	VEEV TC-83 Vero	others
COc1cc(C2/C(=C(\O)c3ccc4c(c3)OCCO4)C(=O)C(=O)N2Cc2ccco2)ccc1O (stereo unspecified)	-4%	-9%	9%	8%	8.2%
CSCCC(NS(=O)(=O)c1ccc(C)cc1)C(=O)N1CCCC1 (stereo unspecified)	-2%	4%	-7%	-9%	0.2%
COc1cc(C2C(C(=O)c3ccco3)=C(O)C(=O)N2Cc2cccnc2)cc(OC)c1OC (stereo unspecified)	-4%	-3%	7%	4%	i
O=C(O)C1C2CCC(CC2)C1C(=O)N1CCN(Cc2ccc(F)cc2)CC1 (stereo unspecified)	0%	5%	3%	-20%	0.5%
Cc1ccc(S(=O)(=O)N2CCOCC2)cc1C(=O)OCC(=O)N1CCc2ccccc2C1	x	x	-14%	x	4.2%
O=C1C=CC(=O)N1c1ccc2c(c1)Cc1cc(F)ccc1-2	x	x	-23%	x	u
Cc1nnc(SC(C(=O)Nc2cc(Cl)cc(Cl)c2)c2ccccc2)[nH]c1=O (stereo unspecified)	-6%	4%	12%	14%	2.0%
CCC(=NCc1cccnc1)c1c(O)n(-c2ccccc2C)c(=O)[nH]c1=O	-1%	-2%	-18%	-22%	0.3%
CC(=O)Nc1ccc(S(=O)(=O)NCC2CCC(C(=O)NC(C)c3ccccc3)CC2)cc1 (stereo unspecified)	-8%	-10%	-3%	11%	1.2%
Cc1ccc(S(=O)(=O)N2CC3(C)CN(S(=O)(=O)c4ccc(C)cc4)CC(C)(C2)C3)cc1	4%	2%	0%	-24%	0.5%
Fc1ccc(OCCOCCN2CCCC2)cc1	4%	5%	1%	-7%	i
O=C(CN1CCCCC1)NC(=O)NC1CCCCC1	-5%	x	-9%	-4%	i
COc1ccc(CNC(=O)CCC(=O)c2ccc(F)cc2)cc1OC	-8%	x	-9%	-13%	1.8%
O=C(CSc1nnc(-c2cccc(F)c2)o1)Nc1nncs1	-5%	6%	-1%	5%	0.2%
CCCCN1CCC(C#N)(Nc2ccccc2)CC1	-15%	11%	-1%	-1%	0.6%
O=C(OCC(=O)c1ccc(Cl)cc1Cl)c1ccc2c(c1)C(=O)N(c1cccc3ncccc13)C2=O	-9%	1%	-9%	72%	i
COC(CSc1ncnc2c1oc1nc3c(cc12)COC(C)(C)C3)OC	-8%	5%	-6%	-7%	6.2%
CC(=N)C1=C(O)CC(C)(C)CC1=O	-7%	4%	-1%	-10%	0.4%
Cc1onc(-c2ccccc2)c1C(=O)N1CCCC1	-10%	-10%	-12%	9%	0.9%
O=S(=O)(c1cc(F)ccc1F)N1CCC2(CC1)OCCO2	0%	-8%	-6%	16%	0.4%
Cc1cc(C)cc(NC(=O)COC(=O)CCn2c(C)csc2=O)c1	-5%	x	-5%	-14%	2.3%
Cc1ccc(C2(O)CN(c3ccccc3)C3=[N+]2CCS3)cc1 (stereo unspecified)	10%	19%	2%	35%	1.0%
Cc1c(CNC(=O)c2cnn3c2NC(c2ccc(Br)cc2)CC3C(F)(F)F)cnn1C (stereo unspecified)	u	4%	-17%	6%	1.5%
COc1cc(SSc2cc(OC)cc([N+](=O)[O-])c2N)c(N)c([N+](=O)[O-])c1	1%	7%	0%	u	2.5%
O=c1[nH]n(-c2cccc(Cl)c2)c2ncccc12	-25%	-6%	-6%	31%	1.2%
Cc1ccc(NC(=O)CCC(=O)N2CCOCC2)nc1	0%	-1%	-2%	6%	0.6%
CCOC(=O)C1(CCCc2ccccc2)CCN(C(=O)c2cc(C)nc(C)n2)CC1	8%	1%	-3%	13%	i
CCCCCn1cnc2sc(CC)cc2c1=O	-5%	-1%	-8%	73%	0.6%
CN(C)c1ccc(S(=O)(=O)c2ccc(Cl)cc2)cc1	6%	9%	-17%	-5%	1.5%
O=C1c2ccccc2-c2cc3ccccc3cc21	x	x	-18%	x	2.0%
CCOc1ccc(N2C(=O)CC(NC3CCN(C(=O)c4ccc(F)cc4)CC3)C2=O)cc1 (stereo unspecified)	-3%	0%	-7%	-5%	1.5%
COc1ccccc1NC(=S)N1CCN(Cc2ccc3c(c2)OCO3)CC1	0%	12%	-2%	-4%	0.6%
OCCNCc1cc(Br)ccc1OCc1ccc(Cl)cc1	4%	87µM*	-3%	53%	i
COc1ccc(C(=O)Nc2oc(-c3ccccc3)c(-c3ccccc3)c2C#N)cc1OC	34%	4%	6%	3%	1.7%
Cc1cc2c(NC(=O)Nc3ccc(C(C)(C)C)cc3)cccc2nn1	13%	14%	8%	27%	4.9%
COc1ccc(N2C(=S)NC(C)(C)CC2(C)c2ccc(OC(C)=O)cc2OC(C)=O)cc1 (stereo unspecified)	1%	-38%	-11%	12%	1.1%
Cc1ccc(C(=O)Cc2nc3ccccc3[nH]2)cc1	-2%	0%	11%	11%	1.9%
CCOC(=O)/C(C#N)=C\c1ccc(O)c(OC)c1	5%	-7%	-1%	-3%	0.7%
Cc1cc(N2CCOCC2)c2c(N)cc(C)c(C)c2n1	0%	10%	3%	11%	0.8%	VEEV TC-83 Vero 10K pilot screen=2.7
CCOC(=O)c1sc2nc(C)n(CC(=O)NCC3CCCO3)c(=O)c2c1C (stereo unspecified)	-8%	5%	-1%	-2%	2.2%
O=C1CCCC2=C1C(c1ccncc1)c1c(nc(SCc3ccccc3Cl)[nH]c1=O)N2 (stereo unspecified)	5%	1%	-1%	12%	3.0%
Cc1ccccc1OCC(=O)Nc1cccc(S(=O)(=O)NC2=NCCCCC2)c1	-3%	5%	-7%	-17%	7.8%
O=C(NNc1ccccc1)Nc1cc(Cl)ccc1Cl	x	x	1%	x	6.9%
CCCc1nn(C)c(C(=O)Nc2ccccc2)c1Cl	0%	-5%	18%	1%	1.1%
CCN(CC)c1nc2ccccc2[nH]c1=O	4%	12%	-9%	-2%	0.3%
CCCN(CCC)C(=O)c1cc(S(=O)(=O)N2CCCCC2)c[nH]1	-8%	x	24%	11%	1.8%
O=C(CCn1c(=O)c2ccccc2n(Cc2cccnc2)c1=O)NCc1ccc2c(c1)OCO2	2%	7%	-11%	-6%	0.7%
CC(C(=O)c1c[nH]c2ccccc12)N1CCN(C(=O)c2ccco2)CC1 (stereo unspecified)	-10%	-5%	-4%	-1%	8.8%
COC(=O)c1ccccc1NC(=O)CN(c1ccccc1)S(=O)(=O)N(C)C	2%	0%	-3%	-6%	i
N#CC1=C(N)Oc2ccccc2C12C(=O)Nc1n[nH]c(-c3ccccc3)c12 (stereo unspecified)	-4%	2%	-2%	-2%	3.0%
COC(=O)COc1ccc2c(=O)c(Oc3ccccc3Br)coc2c1	u	-1%	-11%	u	i
CC(O)CN(Cc1cccc(Cl)c1)CC(C)O (stereo unspecified)	x	x	-10%	x	0.3%
CCCCN(C(=O)c1cc2c(s1)CCCC2)c1c(N)n(CCC)c(=O)[nH]c1=O	-2%	x	-2%	4%	6.8%
Cc1cc(C(=O)OCC(=O)NC2CCCCC2C)c2ccccc2n1 (stereo unspecified)	5%	x	-3%	20%	1.9%
CC(=O)OC1COC(N2CCc3ccccc32)C(OC(C)=O)C1OC(C)=O (stereo unspecified)	4%	-12%	17%	1%	i
CC(=O)NCCC(=O)Nc1cc(F)ccc1C	0%	1%	1%	2%	0.6%
COc1cc(OC)cc(C(=O)NCc2n[nH]c(=S)n2-c2ccccc2)c1	-6%	-1%	-5%	-14%	0.8%
O=c1c(Cc2c(F)cccc2Cl)c(O)ccn1C1CC1	-2%	0%	-3%	-8%	0.8%
CCOC(=O)c1noc(C)c1C(=O)Nc1nc(C)cc(C)n1	-4%	0%	-7%	-17%	0.7%
CN(CCC#N)C(=O)COC(=O)c1ccccc1OCc1ccccc1Cl	-1%	-5%	-6%	1%	1.3%

Following part
SMILES	M. tuberculosis HTS	Salmonella PhoP GFP	H1N1 NS1A inhibition	tuberculosis growth	VEEV TC-83 Vero	others
Cc1cc(NCc2ccco2)n2ncnc2n1	1%	-6%	-7%	-5%	0.9%
CC(=O)N1CCN(c2nc(N)c(C#N)c(CC#N)c2C#N)CC1	-13%	3%	5%	-15%	0.6%
Cc1ccc(C2C(C#N)=C(N)OC3=C2C(=O)CC(C)(C)C3)s1 (stereo unspecified)	4%	-10%	8%	23%	i
N#Cc1c(N(CCO)CCO)nc(N)c2c(N)nc3c(c12)CC(=O)N3CC1CCCO1 (stereo unspecified)	3%	13%	14%	-1%	0.2%
COc1ccc(N2CCN(C(=O)c3ccc(NS(=O)(=O)c4ccccc4)cc3)CC2)cc1	11%	7%	4%	30%	0.8%
Cc1ccc2oc(C(=O)N(C)CCC(O)c3ccccc3)c(C)c2c1 (stereo unspecified)	-3%	-7%	5%	6%	1.3%
Cc1ccc(C(=O)N2CCCC2)cc1S(=O)(=O)N1CCOCC1	-17%	-9%	-12%	-9%	1.3%
O=S(=O)(/N=C(/Nc1nccs1)c1ccc(F)cc1)c1ccccc1	-3%	x	1%	7%	1.4%
CC(C)[C@H](NC(=O)N1CC(=O)Nc2ccccc21)C(=O)N1CCC[C@H]1C(=O)O	-12%	-1%	-1%	-11%	0.8%
Cc1sc(NC(=O)/C=C/c2ccco2)c(C(=O)OC(C)C)c1C	6%	-2%	-8%	-1%	0.6%
O=C(CSc1n[nH]c(-c2cccs2)n1)N1CCOCC1	2%	x	7%	-3%	u
O=C(O)c1cc2cc(Cl)cc(Cl)c2oc1=O	11%	-10%	-7%	44%	0.4%
CCOc1cc(N2CCOCC2)c(OCC)cc1NC(=O)COC(=O)CCOc1ccc(C(C)(C)C)cc1	29%	-3%	-4%	30%	3.6%
O=C(c1ccc2ccccc2c1)N1CCN(c2ccc(C(F)(F)F)cn2)CC1	-4%	-12%	-9%	5%	2.5%
Cc1nnc(SCC(=O)c2ccc(S(=O)(=O)N3CCOCC3)cc2)n1-c1ccccc1	-6%	-2%	0%	7%	0.9%
Cc1nnc(C)c2c(C)n(C(c3ccccc3)c3ccccc3)c(C)c12	6%	1%	22%	74%	i
Cc1ccccc1NC(=O)CCC(=O)N/N=C/c1cc([N+](=O)[O-])ccc1O	4%	-6%	10%	14%	1.1%
COc1cc(/C=N/N2CCN(C3c4ccccc4-c4ccccc43)CC2)cc(OC)c1O	7%	-2%	-4%	-5%	i
CCOc1ccc(N2CC(C(=O)Nc3ccccc3N3CCCC3)CC2=O)cc1 (stereo unspecified)	-9%	-3%	6%	3%	1.8%
O=C1OC[C@@H]2CCCN2C(=O)[C@H](CC(=O)N(CCO)Cc2ccccc2)C/C=C\CC[C@@H]1Cc1ccc(F)cc1	-5%	x	0%	66%	3.1%
CC(=O)COc1ccc2c(-c3ccccc3)cc(=O)oc2c1	-8%	-2%	1%	-4%	2.0%
Cc1ccc(S(=O)(=O)N[C@@H](Cc2ccccc2)C(=O)N2CCC[C@@H]2C(=O)O)cc1	4%	-11%	21%	0%	1.6%
Cc1ccc(NC(=O)C(C)N2C(=O)c3ccccc3C2=O)cc1C (stereo unspecified)	-4%	-7%	0%	1%	i
CCC(CC)NC(=O)COC(=O)c1ccc(OCc2ccc(C(C)=O)cc2OC)c(OC)c1	2%	6%	4%	-23%	0.5%
COc1cccc(NC(=O)CN(C)C(=O)CCSc2ccc(C)cc2)c1	-3%	x	-14%	76%	3.9%
O=C(CP(=O)(c1ccccc1)c1ccccc1)N/N=C/c1cc(Br)cc(Br)c1O	9%	-1%	0%	0%	12%

Compounds listed so far with bromine, in the order listed:
SMILES	M. tuberculosis HTS	Salmonella PhoP GFP	H1N1 NS1A inhibition	tuberculosis growth	VEEV TC-83 Vero	others
Cc1c(CNC(=O)c2cnn3c2NC(c2ccc(Br)cc2)CC3C(F)(F)F)cnn1C (stereo unspecified)	u	4%	-17%	6%	1.5%
OCCNCc1cc(Br)ccc1OCc1ccc(Cl)cc1	4%	87µM*	-3%	53%	i
COC(=O)COc1ccc2c(=O)c(Oc3ccccc3Br)coc2c1	u	-1%	-11%	u	i
O=C(CP(=O)(c1ccccc1)c1ccccc1)N/N=C/c1cc(Br)cc(Br)c1O	9%	-1%	0%	0%	12%

By substructure, the entries above with a nitro group on carbon.
SMILES	M. tuberculosis HTS	Salmonella PhoP GFP	H1N1 NS1A inhibition	tuberculosis growth	VEEV TC-83 Vero	others
COc1cc(SSc2cc(OC)cc([N+](=O)[O-])c2N)c(N)c([N+](=O)[O-])c1	1%	7%	0%	u	2.5%
Cc1ccccc1NC(=O)CCC(=O)N/N=C/c1cc([N+](=O)[O-])ccc1O	4%	-6%	10%	14%	1.1%

Compound activity deposited in PubChem BioAssay by Southern Research Specialized Biocontainment Screening Center.
